TEAD-YAP inh: TEAD-YAP interaction inhibition | HEK-TIYL cells, TEAD-Gal4/YAP UAS-luciferase luminescence | inhibition, % at 9.12 µM | hit rate 1.4% among 640,000 | AID 1259422; in the data active = inhibition above about 32%;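 note: 0% = median of test compound wells and 100% = reference inhibitor wells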
GPR151 activ: human GPR151 activation | Q8TDV0 | PathHunter beta-arrestin GPR151 cells, luminescence | activation, % at 11.2 µM | hit rate 1% among 650,000; in the data active = activation above about 4.9%;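 note: 0% = median of compound wells and 100% = cells with positive control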
Target sequence (Q8TDV0 whole entry, looked up): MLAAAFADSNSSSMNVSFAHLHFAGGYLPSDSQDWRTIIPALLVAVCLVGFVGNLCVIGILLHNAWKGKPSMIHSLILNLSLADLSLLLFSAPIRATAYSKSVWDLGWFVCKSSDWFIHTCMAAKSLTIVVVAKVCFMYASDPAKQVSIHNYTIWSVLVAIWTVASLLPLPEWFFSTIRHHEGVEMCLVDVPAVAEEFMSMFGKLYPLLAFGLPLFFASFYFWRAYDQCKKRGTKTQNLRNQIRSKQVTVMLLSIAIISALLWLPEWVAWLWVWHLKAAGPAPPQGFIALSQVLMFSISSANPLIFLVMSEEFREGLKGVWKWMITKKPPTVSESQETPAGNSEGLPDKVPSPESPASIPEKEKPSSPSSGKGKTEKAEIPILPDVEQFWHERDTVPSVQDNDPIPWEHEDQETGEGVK
FBW7 act: human FBW7 E3 ligase activation, primary screen; AlphaScreen FBW7–phospho-cyclin E peptide binding, activator screen; Q969H0; AID 1259310; hit rate 0.13% among 650,000; normalized activity (activation), % at 26.1 µM; in the data active = normalized activity above about 1.9%;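 note: purified mutant Fbw7 with reduced substrate affinity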
Target sequence (Q969H0 whole entry, looked up): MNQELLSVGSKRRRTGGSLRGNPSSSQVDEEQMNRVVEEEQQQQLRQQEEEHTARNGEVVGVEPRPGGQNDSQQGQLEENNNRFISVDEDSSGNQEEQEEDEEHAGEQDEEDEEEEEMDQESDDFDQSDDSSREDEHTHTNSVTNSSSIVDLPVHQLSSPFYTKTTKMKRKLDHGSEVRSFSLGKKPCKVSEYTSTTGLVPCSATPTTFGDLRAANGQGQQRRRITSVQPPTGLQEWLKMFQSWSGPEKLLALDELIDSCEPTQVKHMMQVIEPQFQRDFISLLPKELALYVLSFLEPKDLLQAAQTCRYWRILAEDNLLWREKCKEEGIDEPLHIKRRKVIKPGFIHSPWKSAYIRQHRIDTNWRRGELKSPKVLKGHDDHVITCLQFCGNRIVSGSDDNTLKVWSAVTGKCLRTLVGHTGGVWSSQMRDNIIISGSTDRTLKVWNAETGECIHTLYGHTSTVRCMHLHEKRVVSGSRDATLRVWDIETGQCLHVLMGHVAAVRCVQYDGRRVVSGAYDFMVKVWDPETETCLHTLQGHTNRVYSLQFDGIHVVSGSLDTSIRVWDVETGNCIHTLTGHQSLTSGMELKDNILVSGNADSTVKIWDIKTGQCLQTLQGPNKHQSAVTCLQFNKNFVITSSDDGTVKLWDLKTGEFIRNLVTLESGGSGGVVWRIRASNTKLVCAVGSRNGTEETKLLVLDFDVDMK
MITF primary: inhibitors of human MITF. AlphaScreen MITF homodimerization, bead proximity signal. inhibition, % at 2.6 µM. hit rate 0.91% among 650,000. AID 1259374; in the data active = inhibition above about 50%;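 note: 0% = vehicle wells with protein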
Active calls of the source: *.

Every second line gives: TEAD-YAP inh	GPR151 activ	FBW7 act	MITF primary
- CC(C)(C)C(=O)Nc1ccnc(-c2cccnc2)n1
 : 6	-0.5	0.0	-1
- CCC[C@@H]1NC(=O)[C@H]2CN(CC3CCCCC3)CCN2C1=O
 : -3	0.4	-0.2	2
- O=C(CCNC(=O)Cn1cnc2ccccc2c1=O)NCCN1CCOCC1
 : 1	-0.5	-0.2	5
- O=C(Nc1ccc(Cl)c2ncsc12)c1ccc(Br)s1
 : -44	0.0	0.2	-11
- CCN(C(=O)c1nc2nccc(C)n2n1)c1nc2c(C)cccc2s1
 : 8	0.4	-0.1	0
- COc1ccc2c(c1)C1NC(=S)N(c3cccc(Cl)c3)C(C)(O2)C1C(=O)Nc1ccc(C)cc1C (stereo unspecified)
 : 0	0.7	-0.3	16
- CCOc1ccc(-n2c(=S)sc3c2nc(SCC(=O)Nc2ccc(N(C)C)cc2)n2c4ccccc4nc32)cc1
 : -6	0.4	-0.1	8
- CCCNC(=O)c1ccc2c(c1)ncn2-c1cc(C)cc(C)c1
 : -18	-1.1	-0.2	-1
- CCOC(=O)C1=C(C)NC2=C(C(=O)C(C(=O)OC)C(C)C2)C1c1cc(Br)c(OC)c(OC)c1 (stereo unspecified)
 : -11	0.2	0.3	-5
- CNc1ccccc1C(=O)OCC(=O)c1ccc(Cl)cc1
 : -18	0.4	0.3	-28
- c1ccc(-c2cc3ccsc3o2)cc1
 : -8	0.4	0.1	19
- Cc1cc([N+](=O)[O-])cc(/C=N\NC(=O)C2COc3ccc(C(C)(C)C)cc3O2)c1O (stereo unspecified)
 : 3	2.4	0.0	4
- CC(=O)Nc1ccccc1NC(=O)C/C(C)=N/NC(=O)C1CCCCC1
 : -26	0.1	-0.3	2
- Cc1ccc(-c2cc(-c3ccccc3)nc(SCC(O)COc3ccc(Cl)cc3)c2C#N)cc1 (stereo unspecified)
 : 8	1.5	0.1	11
- COc1ccccc1NC(=O)c1ccccc1NC(=O)c1ccco1
 : 9	0.3	0.0	-8
- Cc1ccc(S(=O)(=O)c2cnc(C)nc2-c2ccncc2)cc1
 : 7	-2.5	0.5	16
- CN(C(=O)CC1C(=O)NCCN1Cc1ccoc1)C1CCOCC1 (stereo unspecified)
 : 9	-1.4	0.0	13
- CC(NC(=O)c1ccc(S(C)(=O)=O)c([N+](=O)[O-])c1)c1ccccc1Cl (stereo unspecified)
 : 12	-2.1	0.6	34
- COc1cccc(N2CCN(C(=O)c3ccc4c(c3)[nH]c(=S)n3c5ccccc5nc43)CC2)c1
 : -10	0.7	0.0	-8
- Fc1ccc(-n2cc(-c3ccccc3)c3c(N4CCN(c5cccc(Cl)c5)CC4)ncnc32)cc1
 : 4	0.3	0.0	3

Carrying on.
Every second line gives: TEAD-YAP inh	GPR151 activ	FBW7 act	MITF primary
- CCONC(=O)c1cnc2scc(-c3ccccc3)n2c1=O
 : 8	1.1	0.1	2
- COc1ccc2c(c1)C(=O)c1cc(OC)ccc1-2
 : -13	-1.5	-0.3	11
- Cc1ccc2nc(N3C(=O)c4ccccc4C3=O)sc2c1
 : 17	-2.1	0.2	7
- COc1ccc(CCCC(=O)N/N=C\c2ccco2)cc1
 : -2	-1.0	0.1	-12
- CC(=O)COC(=O)/C=C/c1c(C)nn(Cc2ccccc2)c1Cl
 : -12	-0.5	-0.2	-7
- O=C(Nc1cccc(-c2nnc(-c3ccccc3)o2)c1)c1cccs1
 : -25	-0.9	-0.2	-12
- C=CCn1cc(/C=C2\NC(=O)N(Cc3ccc(F)cc3)C2=O)c2ccccc21
 : 10	0.8	-0.1	0
- Cc1c(C(=O)C(=O)NCc2ccccn2)c2ccccc2n1C
 : 3	1.1	-0.1	-1
- CC(C)N(C(=O)CN1C(=O)C2CCCN2S(=O)(=O)c2ccccc21)C(C)C (stereo unspecified)
 : 1	0.4	0.1	9
- CCOc1ccccc1NC(=O)c1cnc(N2CCN(c3ccccn3)CC2)c2ccccc12
 : 55*	0.5	0.0	8
- Cc1cccc(CN2CCc3c(nc(N4CCCCC4C)[nH]c3=O)C2)n1 (stereo unspecified)
 : -1	1.5	0.1	-12
- O=C(O)c1cc(S(=O)(=O)N2CCCCC2)ccc1N1CCCC1
 : 5	2.0	0.1	4
- CCC(CC)C(=O)Nc1ccccc1[N+](=O)[O-]
 : 6	0.0	-0.3	4
- Clc1cccc(-n2cc(-c3ccccc3)c3c(N4CCN(c5ccccc5)CC4)ncnc32)c1
 : 3	1.3	0.4	10
- CCOc1ccccc1C1C(C#N)=C(SCC(=O)OC)NC(=O)C1C(=O)OC (stereo unspecified)
 : 6	0.6	0.0	12
- Fc1ccc(C2C3=C(Nc4ncnn42)c2ccccc2OC3c2ccc(Cl)cc2)cc1 (stereo unspecified)
 : -3	0.8	0.2	17
- Cc1ccc(-c2noc(C34CC5CC(CC(C5)C3)C4)n2)cc1
 : 13	-0.4	0.1	10
- Cc1nc(Cl)cc(N2CCc3c(nc(N4CC(C)OC(C)C4)[nH]c3=O)C2)n1 (stereo unspecified)
 : 2	0.2	0.1	13
- CCOC(=O)Cc1ccc(-n2c(C)ccc2C)cc1
 : 7	-0.7	-0.1	7
- COc1ccc(OCCCN2CCN(c3ccccc3OC)CC2)cc1
 : 8	1.0	0.0	81*

Nothing new here: an excerpt of the list.
Every second line gives: TEAD-YAP inh	GPR151 activ	FBW7 act	MITF primary
- CCOC(=O)Cc1ccc(-n2c(C)ccc2C)cc1
 : 7	-0.7	-0.1	7
- COc1ccc(OCCCN2CCN(c3ccccc3OC)CC2)cc1
 : 8	1.0	0.0	81*

The list goes on:
Every second line gives: TEAD-YAP inh	GPR151 activ	FBW7 act	MITF primary
- COc1ccc(/C(C)=N/NC(=O)c2ccccc2O)cc1OC
 : -24	-0.4	0.0	-17
- Cc1nn(-c2ccccc2)c2nc(Cl)c(C=O)cc12
 : 5	1.8	-0.1	8
- CCc1ccc(NC(=O)Cn2c(=O)n(CCC(C)C)c(=O)c3cccnc32)cc1
 : 18	3.8	0.3	13
- N/C(=N\OC(=O)c1ccccc1I)c1cccc([N+](=O)[O-])c1
 : 2	0.7	-0.1	5
- CCCCCn1c(SCC(=O)c2ccccc2)nc2cc(C(=O)Nc3cccc(Cl)c3)ccc2c1=O
 : -9	0.1	-0.1	-4
- O=C(Nc1cc(C(F)(F)F)ccc1Cl)c1nn2c(C(F)(F)F)cc(-c3ccccc3)nc2c1Cl
 : -1	-0.9	0.2	65*
- Cc1nc(Oc2cc3sc(C)nc3c3sccc23)c2c3c(sc2n1)CCCC3
 : 5	-0.6	0.1	-3
- Cc1nnc(SCC(=O)N(C2CCCCC2)C2CCS(=O)(=O)C2)n1C (stereo unspecified)
 : 4	-1.0	0.0	-3
- CC(C)NC(=O)CNCc1ccc2c(c1)OCO2
 : -4	1.3	0.0	34
- COC(=O)C1=C2N(C)c3ccccc3N2C(=O)NC1(c1ccc(OC)cc1)C(F)(F)F (stereo unspecified)
 : 8	2.7	-0.2	-1
- COc1ccc(O)c(/C=N/NC(=O)COc2ccc(Br)cc2)c1
 : 9	-0.4	0.6	14
- CCc1ccc(NC2=NC(C(=O)Nc3ccccc3)CC(=O)N2)cc1 (stereo unspecified)
 : -8	-0.4	-0.3	17
- Nc1nonc1-c1nc2ccccc2n1CC(=O)Nc1cccc(Br)c1
 : -4	-1.6	-0.1	6
- CC(C)(C)OC(=O)N1CCN(c2nc(-c3ccccc3)c3cc(Br)ccc3n2)CC1
 : -1	-1.8	0.0	8
- O=C(NCCN1CCOCC1)c1ccc(N2CCC(N[C@H]3CCCCNC3=O)CC2)cc1
 : 1	-0.3	-0.1	-10
- C=CCNc1cc(N2CCN(S(=O)(=O)c3ccc(Cl)cc3)CC2)ccc1[N+](=O)[O-]
 : 5	-1.7	0.0	7
- COc1ccc(/C=C/CN2CCc3c(nc(N4CC(C)OC(C)C4)[nH]c3=O)C2)cc1 (stereo unspecified)
 : -10	2.0	0.1	4
- CC1CCN(S(=O)(=O)c2ccc(NC(=O)COc3cccc4ccccc34)cc2)CC1
 : 2	-0.2	0.0	-5
- CC(C)[C@H](NC(N)=O)C(=O)Nc1ccc(Cl)c(Cl)c1
 : -3	-0.9	-0.1	-6
- COc1ccc(CCC(=O)Nc2ccc(OC)c(N3CCCC3=O)c2)cc1
 : -2	0.0	0.1	15

(list continues)
Every second line gives: TEAD-YAP inh	GPR151 activ	FBW7 act	MITF primary
- O=C(c1c(F)cccc1F)N1CCC(O)(c2ccccn2)CC1
 : 6	0.8	-0.2	-6
- Cn1ccnc1SCC(=O)Nc1ccc(N2CCCCC2)cc1
 : -35	-2.3	-0.1	2
- O=C(c1cccnc1)C1CCN(C(=O)c2csc3c2CCCC3)CC1
 : 3	0.2	0.0	3
- Nc1c(C(=O)c2ccccc2)sc2nc(-c3cccs3)cc(C(F)(F)F)c12
 : 2	0.8	-0.1	-3
- CCC(=O)NNC(=O)C1CC1c1ccccc1 (stereo unspecified)
 : 3	-0.3	0.0	36
- O=S(=O)(Nc1ccc2c(c1)OC1(CCCC1)O2)c1ccc(F)cc1
 : -31	2.1	-0.2	14
- COC(=O)c1ccccc1NC(=O)CNC(=O)c1ccc(OC)cc1
 : -6	-0.2	-0.1	0
- Cc1ccccc1OCC(=O)Nc1nc2ccccc2[nH]1
 : -31	-1.4	-0.1	-13
- COc1ccccc1/C=C/C(=O)c1ccc(F)cc1
 : -45	0.2	0.0	4
- CSc1nsc(SC)c1NC(=O)Nc1ccccc1
 : 7	0.0	-0.1	13
- Cc1ccccc1CN1CCC(N2CCC(C(=O)NCC3CCCO3)CC2)CC1 (stereo unspecified)
 : 9	8.4*	0.0	6
- CC(=O)N1CCN(Cc2cc(=O)oc3cc(C)c(C)cc23)CC1
 : 5	-1.7	-0.1	-9
- CCN(CC)C(=O)C1CCCN(c2nc(NCCCN3CCCC3=O)c3cc(OC)c(OC)cc3n2)C1 (stereo unspecified)
 : -5	-0.5	0.1	4
- CCC(=O)N1CCc2cc(S(=O)(=O)Nc3ccc(Cl)cc3)ccc21
 : 11	0.4	0.3	4
- Cc1nc2sc(C(=O)c3ccc(Br)cc3)c(N)c2c(C)c1CC(=O)c1ccc(Br)cc1
 : -22	-0.8	0.5	13
- CCCCCOC(=O)C1=C(C)NC2=C(C(=O)CCC2)C1c1ccc(OCC)c(OC)c1 (stereo unspecified)
 : -6	0.2	-0.1	-8
- CCOc1ccccc1CN(CCc1ccc2c(c1)OCO2)Cc1ccc(OC)cc1OC
 : 29	-1.1	0.1	31
- C(=C\c1ccc2ccccc2c1)/c1ccc(-c2ncc(-c3ccc(-c4ccccc4)cc3)o2)cc1
 : -10	-0.5	-0.1	-4
- CCOc1cc(/C=C2\SC(N3CCCCCC3)=NC2=O)ccc1O
 : -45	0.8	0.1	19
- Cc1cc(NCc2cccc(C(F)(F)F)c2)nc(Nc2ccc(C(F)(F)F)cc2)n1
 : 10	0.4	0.1	-4

One compound at a time (already shown):
CCC(=O)N1CCc2cc(S(=O)(=O)Nc3ccc(Cl)cc3)ccc21 is entered as TEAD-YAP inh: 11; GPR151 activ: 0.4; FBW7 act: 0.3; MITF primary: 4
COc1ccc(CCCC(=O)N/N=C\c2ccco2)cc1 is entered as TEAD-YAP inh: -2; GPR151 activ: -1.0; FBW7 act: 0.1; MITF primary: -12
Cc1ccccc1OCC(=O)Nc1nc2ccccc2[nH]1 is entered as TEAD-YAP inh: -31; GPR151 activ: -1.4; FBW7 act: -0.1; MITF primary: -13

Additional records follow.
Every second line gives: TEAD-YAP inh	GPR151 activ	FBW7 act	MITF primary
- O=C1CCC([N+](=O)[O-])C(c2ccc(Br)cc2)N1 (stereo unspecified)
 : 2	-0.6	0.1	8
- Cc1ccc(NC(=O)CN2C(=O)C(C)SC(C)C2=O)c(C)c1 (stereo unspecified)
 : -1	1.3	-0.1	3
- Cc1ccc(S(=O)(=O)Nc2ccc(Cl)cc2C(=O)c2cccc(F)c2)cc1
 : 5	1.6	0.0	1
- Cc1cc(N2CCN(c3ncccn3)CC2)nc2ccc(NC(=O)c3cccnc3Cl)cc12
 : 9	1.6	0.1	19
- Cc1ccc(C)c(/C=N/Nc2nnc(C)c(=O)[nH]2)c1
 : -1	-1.3	0.1	9
- Cc1nn(C)c(C)c1S(=O)(=O)N1CCCC(C(=O)c2ccc(-c3ccccc3)cc2)C1 (stereo unspecified)
 : -9	0.9	0.7	8
- O=C(COc1ccccc1)N/N=C/c1cc(Br)ccc1O
 : 25	1.5	-0.1	24
- COc1cc(C(=O)NCC(=O)N/N=C/c2ccc(O)c([N+](=O)[O-])c2)cc(OC)c1OC
 : 0	0.1	0.0	-3
- Cc1ccc(NC(=O)C2CCC(CNc3c(N4CCCC4)c(=O)c3=O)CC2)cc1F (stereo unspecified)
 : 6	1.0	-0.1	7
- CN(C)c1cc(C#N)cc(-c2ccnc(Nc3ccc(-n4cnc(N5CCOCC5)n4)cc3)n2)c1
 : 4	0.9	-0.1	1
- COc1ccc2oc(=O)c(C(N)=O)cc2c1
 : -2	-0.9	0.0	10
- CC1(C)CC(=O)C2=C(C1)N(c1ccccc1C#N)C(N)=C(C#N)C2c1ccc2c(c1)OCO2 (stereo unspecified)
 : -6	-1.7	0.2	1
- CC(C)OCCCNC(=O)c1ccc(CS(=O)Cc2ccc(Cl)cc2)o1 (stereo unspecified)
 : 5	0.3	0.2	5
- CN1CCC(NCc2cccc(Cl)c2)CC1
 : 4	0.3	0.6	-18
- O=C(NCc1nnc(SCc2ccccc2)o1)c1ccc(F)cc1
 : 58*	-1.2	0.1	7
- CCOc1ccc(CCNC(=O)CN2CCN(Cc3cccc(C)c3)C2=O)cc1OCC
 : 9	0.1	0.5	4
- N#Cc1nc(COc2ccccc2)oc1N1CCCCCC1
 : -16	0.4	-0.1	19
- CC(C)c1nc(CNC(=O)c2cc(COc3cccc4cnccc34)on2)cs1
 : -6	0.0	-0.1	4

Assay outcomes as filed in PubChem.
